GLS inhibitor: blocks human kidney-isoform glutaminase activity. O94925. GLS enzymatic activity, qHTS titration. Potency, µM (doses to about 45.5 µM), for the others: top-dose activity change, negative = inhibition, usual class: inhibitors. 0.21% of 410,000 active; note: % is set by controls: 0 for no effect and ±100 for the full control effect
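Coupled fluorescence readout: glutamate oxidase/HRP/Amplex Red detect glutamate formed by hKGA from L-glutamine (1 mM solution added). Buffer 45 mM KH2PO4 pH 8.2, 0.02% Tween-20; reads at t0 and 30 min RT.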
Pin1 inh: blocks the human prolyl isomerase Pin1; Potency, µM (doses to about 115 µM), without a hit: at the highest dose activity, negative = inhibition, most hits filed as inhibitors; AID 504891; Pin1 FP peptide displacement, HiFluor488, 10 min; Q13526; 0.009% of 390,000 active; active = well fitted inhibition curve with a large enough effect in the polarisation, with a control signal flat, not every such curve was filed as active; inconclusive = small, poorly fitted or top-dose-only effect, or effect the other way, or a change in a side signal; inactive = no such curve, though single readings can be large or run the other way; the % refers to the polarisation; note: % is set by controls: 0 for no effect and ±100 for the full control effect
Target sequence (Q13526 whole entry, looked up): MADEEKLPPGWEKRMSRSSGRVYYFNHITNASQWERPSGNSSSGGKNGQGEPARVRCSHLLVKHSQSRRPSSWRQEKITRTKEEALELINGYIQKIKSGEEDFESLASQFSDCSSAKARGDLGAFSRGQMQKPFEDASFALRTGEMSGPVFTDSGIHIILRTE
rTrxR1 inhibitor: blocks rat thioredoxin reductase 1; recombinant rTrxR1, NADPH fluorescence consumption, selenite substrate; O89049; Potency, µM (doses to about 114 µM), without a hit: top-dose activity change, negative = inhibition, hits mostly inhibitors; 1% of 390,000 active; AID 588453; note: % is set by controls: 0 for no effect and ±100 for the full control effect; nearly all actives have a fitted effect of over 65% in size
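Rat TrxR1 (90 nM in the dispensed reagent) was pre-reduced with 400 uM NADPH for 5 min at room temperature, then incubated with compound for 15 min. After 400 uM selenite was added, NADPH fluorescence (Ex 340/Em 450 nm) was followed for 8 min.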
12-LOX inh: inhibitors of human 12S-lipoxygenase ALOX12 | Potency, µM (doses to about 108 µM), inactives show at the top dose activity change, negative = inhibition, usual class: inhibitors | 1.1% of 580,000 active | purified 12hLO, xylenol orange hydroperoxide absorbance | AID 1671190; note: % is set by controls: 0 for no effect and ±100 for the full control effect
Target sequence (P18054 whole entry, looked up): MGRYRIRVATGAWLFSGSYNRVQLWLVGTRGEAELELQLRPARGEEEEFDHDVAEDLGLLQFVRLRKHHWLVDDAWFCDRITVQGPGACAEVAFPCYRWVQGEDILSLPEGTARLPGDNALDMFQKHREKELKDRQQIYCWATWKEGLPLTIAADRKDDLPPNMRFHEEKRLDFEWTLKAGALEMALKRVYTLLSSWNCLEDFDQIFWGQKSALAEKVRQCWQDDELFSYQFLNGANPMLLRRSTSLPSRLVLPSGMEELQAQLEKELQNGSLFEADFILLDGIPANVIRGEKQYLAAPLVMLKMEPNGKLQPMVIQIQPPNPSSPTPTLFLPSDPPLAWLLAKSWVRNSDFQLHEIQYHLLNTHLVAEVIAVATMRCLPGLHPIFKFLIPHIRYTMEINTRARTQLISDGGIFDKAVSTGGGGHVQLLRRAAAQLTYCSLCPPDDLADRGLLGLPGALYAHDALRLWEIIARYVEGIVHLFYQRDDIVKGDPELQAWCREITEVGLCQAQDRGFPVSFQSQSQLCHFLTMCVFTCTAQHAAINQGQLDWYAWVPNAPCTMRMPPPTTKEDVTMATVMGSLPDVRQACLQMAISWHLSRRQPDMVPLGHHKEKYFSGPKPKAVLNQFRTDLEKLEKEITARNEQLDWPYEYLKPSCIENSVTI
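Hydroperoxide product was detected by ferrous iron/xylenol orange as the 573 to 405 nm absorbance ratio. Arachidonic acid at 40 uM (final) was turned over for 30 min at room temperature by 150 nM human 12hLO, pH 7.0 Hepes buffer, after 15 min compound preincubation.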
HP1b chromo inh: inhibitors of HP1-beta chromodomain binding to methylated histone tails; AlphaScreen HP1-beta / biotin-H3K9me3 peptide binding; Potency, µM (titrated, usually from 114 µM), for inactives: at the highest dose activity change, negative = inhibition, most hits filed as inhibitors; 0.56% of 390,000 active; AID 540317; note: nearly all actives have a fitted effect of over 70% in size; inactives centre near 23
Target sequence (P83916 whole entry, looked up): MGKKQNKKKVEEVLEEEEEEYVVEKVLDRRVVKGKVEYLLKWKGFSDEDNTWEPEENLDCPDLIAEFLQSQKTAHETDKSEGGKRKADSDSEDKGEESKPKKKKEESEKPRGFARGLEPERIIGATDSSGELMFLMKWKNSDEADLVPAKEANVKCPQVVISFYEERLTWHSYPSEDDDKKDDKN
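HP1-beta protein (50 nM final) preincubated 30 min at room temperature with biotinylated H3(1-18)K9me3 peptide (50 nM) in PBS pH 7.4, 0.01% Tween-20, then compound added for 30 min. AlphaScreen streptavidin donor/nickel chelate acceptor beads (10 ug/mL final), 30 min dark, luminescence read.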
RGS4 inhibitor: human RGS4 inhibition; P49798; Transcreener GDP fluorescence polarization, RGS4-accelerated GTP hydrolysis; Potency, µM (doses to about 114 µM), for the others: top-dose activity change, negative = inhibition, actives largely listed as inhibitors; 0.039% of 390,000 active; note: % is set by controls: 0 for no effect and ±100 for the full control effect; nearly all actives have a fitted effect of over 75% in size; some results filed as inactive show a strong effect at the top dose
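MLSMR compounds (23 nl, pin-transferred) preincubated 10 min at room temperature with a 500nM (2x) first reagent, then RGS4 at 900nM (2x) plus Transcreener GDP mix added; fluorescence polarization (620/688 nm) read before and after 90 min at 30 °C.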
PGK inhibitor: T. brucei PGK inhibition; PGK/GAPDH coupled, Kinase-Glo luminescence, 60 min; Potency, µM (series often up to 57.5 µM), for inactives: at the top dose activity change, negative = inhibition, usual class: inhibitors; 0.043% of 380,000 active; note: % is set by controls: 0 for no effect and ±100 for the full control effect; nearly all actives have a fitted effect of over 60% in size
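Recombinant glycosomal PGK reaction used 1,3-bisphosphoglycerate generated in-well by GAPDH (100nM final) in 100mM TEA pH 7.6, 5mM MgCl2, 0.01% Tween-20. After 60 minutes at room temperature, ATP was read by Kinase-Glo Plus luminescence end-point.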
ERG Ets-DNA blk: blocks human ERG Ets domain binding to DNA | P11308 | Potency, µM (doses to about 76.9 µM), inactives show at the top dose FP activity, negative = inhibition, hits mostly inhibitors | 0.028% of 370,000 active | fluorescence polarization, His-ERG Ets domain / labelled DNA | AID 624246; active = well fitted inhibition curve with a large enough effect in the polarisation, with a control signal flat; inconclusive = small, poorly fitted or top-dose-only effect, or effect the other way, or a change in a side signal; inactive = no such curve, though single readings can be large or run the other way; the % refers to the polarisation;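 note: polarization taken with two DNA probes labelled with fluorescein and Texas red; % of control where 0% means no effect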
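His-tagged ERG Ets domain (1 uM in the protein solution; 300mM KCl, 50mM Tris-HCl, 1mM EDTA, 1mM DTT, pH 7.5) received compound, then a probe mix of 5 nM fluorescein-DNA and 100nM Texas-615-DNA. Fluorescence polarization was read for both dyes.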
JMJD2A Tudor: JMJD2A Tudor domain (human) inhibition; AlphaScreen JMJD2A-Tudor / H3K4me3 peptide binding; Potency, µM (highest dose often 114 µM), inactives show at the top dose activity change, negative = inhibition, usual class: inhibitors; 4.4% of 390,000 active; note: % is set by controls: 0 for no effect and ±100 for the full control effect; nearly all actives have a fitted effect of over 50% in size
Starred values were filed as active, the others as inactive; i = inactive; ? = inconclusive; / = not tested or not shown; & = joins results of further samples; [ ] = dose if it differs, or a comment. Unless noted, calls come from the whole dose curve; as a rule, active = well fitted curve in the direction sought with a large enough effect; inconclusive = small, poorly fitted or top-dose-only effect, or another doubt; inactive = no such curve, though single readings can be large; an effect the other way counts as inactive or inconclusive. Potency is the fitted concentration of half-maximal effect.

SMILES	GLS inhibitor	Pin1 inh	rTrxR1 inhibitor	12-LOX inh	HP1b chromo inh	RGS4 inhibitor	PGK inhibitor	ERG Ets-DNA blk	JMJD2A Tudor
CCOC(=O)N1CCN(C(=O)c2cnn3c(C(F)(F)F)cc(-c4cccs4)nc23)CC1	-2%	-16%	22%	?	28%	43%	-1%	-9%	-2%
Cc1cccc(C(=O)N2CCCC(Nc3ccc(C(C)C)cc3)C2)n1 (stereo unspecified)	2%	4%	7%	3%	17%	-10%	-2%	-2%	-22%
CC(C)(C)c1ccc(OCc2ccc(C(=O)Nc3cccnc3)o2)cc1	-2%	0%	7%	-9%	16%	6%	-1%	3%	-28%
O=C(NCCCc1nc2ccccc2n1CCCOc1ccccc1)C1CCCCC1	/	1%	11%	/	24%[57 µM]	-7%	/	/	1%[57.1 µM]
Nc1ncc([N+](=O)[O-])c(N2CCCCCC2)n1	8%	-3%	16%	14%	14%	8%	-2%	12%	-10%
CCOc1ccc(CCNC(=O)COC(=O)Cc2ccc(F)cc2)cc1OCC	4%	2%	13%	-7%	4%	12%	7%	1%	-15%
O=C(N/N=C/C(Br)=C\c1ccccc1)c1n[nH]c2c1CCC2	-1%	4%	?	-8%	6%	?	-1%	3%	-23%
Cc1cccc(NC(=O)c2ccccc2NC(=O)CCC(=O)O)c1	8%	8%	16%	20%	9%	16%	-7%	-11%	-24%
COC(=O)c1ccccc1S(=O)(=O)N1CCC(NC(=O)C(Cc2cccc(OC)c2OC)NC(C)=O)CC1 (stereo unspecified)	0%	4%	14%[57.1 µM]	0%	-4%	4%	-3%	-1%	-11%
CCOc1ccc(NC(=O)C2CCCN(c3cnccn3)C2)cc1 (stereo unspecified)	-7%&-3%	1%&-5%	16%&2%	5%&-11%	24%&27%	-16%&-10%	0%&9%	-10%&-2%	-20%&-16%
CC1C(=O)C(C)C(c2ccccc2)N(N=O)C1c1ccccc1 (stereo unspecified)	3%	2%	10%	-9%	55%[activator]	-2%	-2%	/	-3%
CN(C)c1ccc(C2C=C(c3ccc(Cl)cc3OC(F)F)Nc3ncnn32)cc1 (stereo unspecified)	3%	?	15%	?	-25%	-26%	-3%	12%	45µM*
C/C(Cn1cnc([N+](=O)[O-])n1)=N\NC(=O)c1ccccc1O	3%	-16%	-49%	8%	-2%	5%	i	5%	-20%[57.1 µM]
Cn1c(N)c(C(=O)COC(=O)[C@@H]2CCCN2S(=O)(=O)c2ccc(Cl)cc2)c(=O)n(C)c1=O	-8%	-4%	11%[57.1 µM]	-14%	41%[activator]	2%	-1%	-1%	5%
COc1c(/C=N/NC(=O)c2ccncc2)c(CCN(C)C(C)=O)cc2c1OCO2	8%	-2%	?	?	3%	6%	0%	-14%	3%
CSCC[C@H](NC(=O)OC(C)(C)C)C(=O)N1CCC(C(=O)NCC(=O)Nc2ccc(C)cc2)CC1	-5%	-2%	22%	12%	43%[activator]	22%	-3%	13%	-14%
Cc1ccc(NC(=O)Nc2ccc(F)cc2)nc1	1%	-6%	-1%	-24%	40%[activator]	-13%	-1%	-9%	7%
Cc1ccc2nc3c(cc(C#N)c(=O)n3-c3nnc(SCc4ccc(F)cc4)s3)c(=O)n2c1	1%	0%	-10%	-22%	44%[activator]	13%	/	2%	-3%
Cc1ccc(NC(=O)CCS(=O)(=O)c2cccc3nonc23)c(C)c1	9%	21%	12%[57.1 µM]	-11%	10%[57 µM]	18%	4%	-1%	-6%
CCOC(=O)[C@@H]1[C@H]2COc3ccccc3[C@@H]2N2C(=O)N(c3ccc(Br)cc3)C(=O)[C@]12C	3%	-19%	8%[57.1 µM]	22%	17%	21%	1%	-13%	-13%
COc1cccc(CNC(=O)CCC2CCCN(C/C=C/c3ccccc3OC)C2)c1 (stereo unspecified)	3%	0%	-5%[57.1 µM]	-19%	1%	7%	5%	-10%	-13%
CC(Sc1nc(=O)cc(N)n1CCc1ccccc1)C(=O)Nc1ccccc1C#N (stereo unspecified)	-24%	-1%	9%	-13%	33%	-6%	-9%	-2%	-11%
CSC1=C(C#N)C(c2ccccc2)C(C(C)=O)=C(C)N1 (stereo unspecified)	-8%	6%	3%	-3%	60%[activator]	11%	-9%	-12%	11%
CCN(CC)S(=O)(=O)c1cc(C(=O)Oc2ccccc2OC)ccc1OC	1%	2%	3%[57.1 µM]	0%	32%	-2%	1%	-11%	-11%
COc1cc(C(=O)NC2CCCCC2)ccc1OCc1ccc(Cl)cc1Cl	12%	-3%	6%[57.1 µM]	-10%	11%	2%	-3%	3%	-12%

Structural class, those above containing a tert-butyl group (2)
SMILES	GLS inhibitor	Pin1 inh	rTrxR1 inhibitor	12-LOX inh	HP1b chromo inh	RGS4 inhibitor	PGK inhibitor	ERG Ets-DNA blk	JMJD2A Tudor
CC(C)(C)c1ccc(OCc2ccc(C(=O)Nc3cccnc3)o2)cc1	-2%	0%	7%	-9%	16%	6%	-1%	3%	-28%
CSCC[C@H](NC(=O)OC(C)(C)C)C(=O)N1CCC(C(=O)NCC(=O)Nc2ccc(C)cc2)CC1	-5%	-2%	22%	12%	43%[activator]	22%	-3%	13%	-14%

Structures shown so far that contain a Cl atom, in the order listed:
SMILES	GLS inhibitor	Pin1 inh	rTrxR1 inhibitor	12-LOX inh	HP1b chromo inh	RGS4 inhibitor	PGK inhibitor	ERG Ets-DNA blk	JMJD2A Tudor
CN(C)c1ccc(C2C=C(c3ccc(Cl)cc3OC(F)F)Nc3ncnn32)cc1 (stereo unspecified)	3%	?	15%	?	-25%	-26%	-3%	12%	45µM*
Cn1c(N)c(C(=O)COC(=O)[C@@H]2CCCN2S(=O)(=O)c2ccc(Cl)cc2)c(=O)n(C)c1=O	-8%	-4%	11%[57.1 µM]	-14%	41%[activator]	2%	-1%	-1%	5%
COc1cc(C(=O)NC2CCCCC2)ccc1OCc1ccc(Cl)cc1Cl	12%	-3%	6%[57.1 µM]	-10%	11%	2%	-3%	3%	-12%

A few values from the entries so far:
O=C(N/N=C/C(Br)=C\c1ccccc1)c1n[nH]c2c1CCC2 in HP1b chromo inh reads 6%
CCOc1ccc(CCNC(=O)COC(=O)Cc2ccc(F)cc2)cc1OCC in JMJD2A Tudor reads -15%

(cont.)
SMILES	GLS inhibitor	Pin1 inh	rTrxR1 inhibitor	12-LOX inh	HP1b chromo inh	RGS4 inhibitor	PGK inhibitor	ERG Ets-DNA blk	JMJD2A Tudor
CCn1c(C)c(P(c2ccccc2)c2ccccc2)[n+]2ccccc12	-6%	-5%	23%[57.1 µM]	?	53%[activator]	-10%	-7%	0%	-13%[57.1 µM]
C=CCN1C(=O)CSC1=Nc1ccc(O)cc1	17%	-4%	18%	22%	15%	5%	-2%	-7%	-6%
O=C(Nc1cc(=O)[nH]c2ncnn12)c1ccco1	4%	-1%	11%	14%	38%	15%	-2%	-5%	-11%
Cc1ccc(N2CC(C(=O)NCc3n[nH]c(=O)c4ccccc34)CC2=O)cc1 (stereo unspecified)	-1%	-2%	1%	0%	20%	24%	-10%	-4%	-6%
NC1=NC2(CCCCC2)n2c(nc3ccccc32)N1	7%	-3%	13%[57.1 µM]	0%	36%	-3%	2%	-1%	3%
COCCOc1ccc(C(F)(F)F)cc1NC(=O)c1ccc(F)cc1	0%	6%	0%	-7%	14%	13%	-3%	-10%	-19%
COc1cc(OC)cc(C(=O)N[C@H](C(=O)OCC(=O)c2c[nH]c3ccccc23)C(C)C)c1	5%	5%	14%	-15%	19%	2%	1%	1%	-6%
O=C(CCC1N=C2c3ccccc3N=C(SCC(=O)NCC3CCCO3)N2C1=O)NCc1ccc(F)cc1 (stereo unspecified)	?	5%	45%	15%	76%[activator]	-18%	-6%	6%	2%
O=C(Cn1cc(S(=O)(=O)N2CCCC2)c(S(=O)(=O)N2CCCC2)c1)Nc1ccc(F)cc1	-6%	-1%	29%[57.1 µM]	-15%	53%[activator]	-8%	-3%	19%	7%
CCOc1ccc([N+](=O)[O-])c(N)c1	1%	0%	-12%	-7%	4%	23%	-7%	/	-14%
CC(C)NC(=S)Nc1ccc2nc3n(c(=O)c2c1)CCCCC3	2%	-13%	-3%	13%	55%	1%	-10%	/	3%
COc1ccc(-c2nc3ccc([N+](=O)[O-])cc3[nH]2)cc1	1%	3%	-16%	-27%	16%	-33%	-16%	-15%	-21%
COCCC(=O)N1CCC(Oc2ccc(C(=O)N3CCCC(COC)C3)cc2)CC1 (stereo unspecified)	4%	1%	-1%	367%[activator]	28%	16%	4%	-9%	1%
COC(=O)c1ccc(C2SCC(=O)N2Cc2ccccc2)cc1 (stereo unspecified)	0%	-7%	14%	/	51%[activator]	-2%	-4%	-1%	-5%
OC(c1ccccn1)c1c[nH]c2ccccc12 (stereo unspecified)	14%	-19%	?	?	9%	16%	-4%	-11%	?
C=CCn1c(SCc2cccnc2)nnc1-c1ccncc1	6%	-14%	5%	0%	35%	-6%	-6%	-2%	3%
CCOC(=O)CNC(=O)c1ccc2[nH]c3ccccc3c2c1	-2%	2%	33%	-1%	11%	-19%	i	-1%	-11%
O=C(NCCSc1c(-c2ccccc2)[nH]c2ccccc12)c1ccc(S(=O)(=O)N2CCOCC2)cc1	1%	22%	7%	-2%	23%	18%	-9%	0%	-18%

Structures listed above shown as hits in JMJD2A Tudor:
SMILES	GLS inhibitor	Pin1 inh	rTrxR1 inhibitor	12-LOX inh	HP1b chromo inh	RGS4 inhibitor	PGK inhibitor	ERG Ets-DNA blk	JMJD2A Tudor
CN(C)c1ccc(C2C=C(c3ccc(Cl)cc3OC(F)F)Nc3ncnn32)cc1 (stereo unspecified)	3%	?	15%	?	-25%	-26%	-3%	12%	45µM*

These rows are one share of the data; the hit share may differ from the screen's.
